LYPLA1 inh – LYPLA1 inhibitors, primary screen, counter-screen for PME1 inhibitor project, biochemical, fluorescence polarization, FP-Rh probe ABPP | recombinant LYPLA1 | AID 2174, 2009 | actives 0.16% (n = 320,000) | Acyl-protein thioesterase 1 (Homo sapiens), O75608 | inhibition, % at 5.9 µM;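 active = inhibition above the mean of all tested compounds plus 3 SD, set per campaign, cut at about 14% in these data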;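 also: inhibitors block serine hydrolase probe labeling of LYPLA1 so polarization falls; 0% = enzyme with DMSO and 100% = wells lacking LYPLA1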
Target sequence (O75608 whole entry, looked up): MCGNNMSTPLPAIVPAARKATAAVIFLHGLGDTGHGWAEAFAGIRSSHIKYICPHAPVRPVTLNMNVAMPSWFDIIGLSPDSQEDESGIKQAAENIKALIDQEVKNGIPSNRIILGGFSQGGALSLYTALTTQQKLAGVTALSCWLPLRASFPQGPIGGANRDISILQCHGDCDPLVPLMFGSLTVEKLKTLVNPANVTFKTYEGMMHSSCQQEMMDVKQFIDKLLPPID
pPAFAH FP inh – pPAFAH enzyme inhibitors, primary screen, biochemical, fluorescence polarization, human; Platelet-activating factor acetylhydrolase (Homo sapiens), Q13093; recombinant pPAFAH, FP-rhodamine probe fluorescence polarization; inhibition, % at 3.39 µM; actives 1.5% (n = 330,000); AID 463082, 2010;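 active = inhibition above the mean inhibition across the screen plus 3 SD, cut at about 25% in these data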;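 also: inhibitors block binding of the rhodamine activity-based probe so polarization drops; 0% = enzyme with DMSO and 100% = wells lacking pPAFAH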
PREPL inh – PREPL enzyme inhibitors, primary screen, biochemical, fluorescence polarization | recombinant PREPL, fluorescence polarization activity-based probe | inhibition, % at 5.96 µM | actives 0.68% (n = 320,000); in the data active = inhibition above about 43%;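 also: 0% = enzyme with DMSO and 100% = wells lacking enzyme; many of its hits are not listed in these tables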
Target sequence (Q4J6C6 whole entry, looked up): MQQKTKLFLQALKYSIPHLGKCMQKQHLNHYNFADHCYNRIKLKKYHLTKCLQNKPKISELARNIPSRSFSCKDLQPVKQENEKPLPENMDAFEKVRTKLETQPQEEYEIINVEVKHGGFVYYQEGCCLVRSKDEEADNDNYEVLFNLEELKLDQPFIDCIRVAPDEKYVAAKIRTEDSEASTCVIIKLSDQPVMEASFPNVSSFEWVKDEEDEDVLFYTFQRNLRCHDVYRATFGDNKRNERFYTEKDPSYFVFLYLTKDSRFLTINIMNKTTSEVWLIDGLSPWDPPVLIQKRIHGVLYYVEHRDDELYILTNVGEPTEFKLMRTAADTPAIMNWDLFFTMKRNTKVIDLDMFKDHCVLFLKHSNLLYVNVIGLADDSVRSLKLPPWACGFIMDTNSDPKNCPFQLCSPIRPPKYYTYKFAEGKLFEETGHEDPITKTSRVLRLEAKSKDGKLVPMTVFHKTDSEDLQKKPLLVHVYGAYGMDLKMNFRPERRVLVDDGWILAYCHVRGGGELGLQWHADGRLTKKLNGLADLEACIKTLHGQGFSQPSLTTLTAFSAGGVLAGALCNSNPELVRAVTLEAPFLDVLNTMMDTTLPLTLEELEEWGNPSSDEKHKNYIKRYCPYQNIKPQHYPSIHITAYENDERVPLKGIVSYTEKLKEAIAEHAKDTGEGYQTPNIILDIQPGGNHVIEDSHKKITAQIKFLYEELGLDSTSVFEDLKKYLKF
PAFAH1B2 inh – PAFAH1B2 enzyme inhibitors, primary screen, biochemical, fluorescence polarization, human | Platelet-activating factor acetylhydrolase IB subunit alpha2 (Homo sapiens), P68402 | recombinant PAFAH1B2, FP-rhodamine activity probe | inhibition, % at 3.39 µM | actives 1.2% (n = 340,000) | AID 492953, 2010;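 active = inhibition above the mean of all tested compounds plus 3 SD, cut at about 24% in these data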;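 also: 0% = enzyme with DMSO and 100% = wells lacking PAFAH1B2; many of its hits are not listed in these tables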
LYPLA2 counter – LYPLA2 inhibitors, primary screen, counter-screen for PME1 inhibitor project, biochemical, fluorescence polarization, FP-Rh probe ABPP. actives 0.38% (n = 320,000). inhibition, % at 5.9 µM. recombinant LYPLA2. Acyl-protein thioesterase 2 (Homo sapiens), O95372;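 active = inhibition above the screen-wide mean plus 3 SD, limit set per campaign, cut at about 26% in these data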;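 also: 0% = LYPLA2 with DMSO and 100% = wells lacking LYPLA2 enzyme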
PAD4 inh – human PAD4 inhibitors, primary screen, biochemical, fluorescence polarization, 1536-well format; Protein-arginine deiminase type-4 (Homo sapiens), Q9UM07; recombinant PAD4, RCA probe fluorescence polarization; inhibition, % at 6.36 µM; actives 0.41% (n = 330,000); AID 485272, 2010;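 active = percent inhibition above a cutoff equal to the mean of all tested compounds plus 3 SD, cut at about 15% in these data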;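 also: 0% = PAD4 with RCA probe and DMSO and 100% = probe without PAD4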
PAFAH1B3 FP inh – PAFAH1B3 enzyme inhibitors, primary screen, biochemical, fluorescence polarization, human; Platelet-activating factor acetylhydrolase IB subunit alpha1 (Homo sapiens), Q15102; recombinant PAFAH1B3, FP-rhodamine probe; inhibition, % at 3.39 µM; actives 0.28% (n = 340,000); AID 492972, 2010;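 active = inhibition above the screen-wide average of all tested compounds plus 3 SD, cut at about 25% in these data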;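 also: 0% = enzyme with DMSO only and 100% = wells lacking PAFAH1B3 protein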
PAFAH2 inh – PAFAH2 enzyme inhibitors, primary screen, biochemical, fluorescence polarization, human | Platelet-activating factor acetylhydrolase 2, cytoplasmic (Homo sapiens), Q99487 | recombinant PAFAH2, FP-rhodamine activity probe | inhibition, % at 3.39 µM | actives 0.99% (n = 340,000) | AID 492956, 2010;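 active = inhibition above the mean over all tested compounds plus 3 SD, cut at about 30% in these data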;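 also: inhibitors block probe labeling of enzyme so polarization drops; 0% = enzyme with DMSO and 100% = wells lacking PAFAH2 protein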
GSTO1 counter – inhibitors of recombinant GSTO1, primary screen, counter-screen for RBBP9 inhibitor project, biochemical, fluorescence polarization | Glutathione S-transferase omega-1 (Homo sapiens), P78417 | activity-based probe fluorescence polarization | inhibition, % at 5.96 µM | actives 1.1% (n = 300,000);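 active = inhibition above the campaign mean inhibition plus 3 SD, cut at about 35% in these data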;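 also: 0% = GSTO1-1 with DMSO and 100% = wells lacking GSTO1-1 enzyme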
* hit, by the source's call; x = not tested or not shown.

The opening 6 records as a preview:
structure	PREPL inh	GSTO1 counter	LYPLA2 counter	LYPLA1 inh	PAFAH1B2 inh	PAFAH1B3 FP inh	pPAFAH FP inh	PAFAH2 inh	PAD4 inh
O=C(NC1CCCC1)c1cnc2n(c1=O)CCS2	2	-6	11	6	-2	12	9	0	2
COc1ccccc1CN1CC(C(=O)N2CCCCCCC2)CCC1=O (configuration not stated)	-2	3	0	-2	-1	3	1	2	1
c1ccc(COC2CCCN(Cc3nc(-c4cccs4)no3)C2)nc1 (configuration not stated)	-35	-2	-10	-5	1	1	-4	1	-2
COc1c(Cl)cc(Cl)cc1/C=N/NC(=O)c1nnn(-c2nonc2N)c1CN1CCC(C)CC1	4	-5	-6	-3	1	4	6	13	-1
Cc1cccc(C)c1NC(=O)C1(C)c2cccc[n+]2CC(=O)N1Cc1cccs1 (configuration not stated)	26	10	-1	1	5	-5	8	11	-1
O=C(CCc1nnc2ccc(NCc3ccc(Cl)cc3)nn12)NC1CCCCC1	21	-2	3	-2	6	-4	6	-7	-4

The whole of this part, previewed entries included:
structure	PREPL inh	GSTO1 counter	LYPLA2 counter	LYPLA1 inh	PAFAH1B2 inh	PAFAH1B3 FP inh	pPAFAH FP inh	PAFAH2 inh	PAD4 inh
O=C(NC1CCCC1)c1cnc2n(c1=O)CCS2	2	-6	11	6	-2	12	9	0	2
COc1ccccc1CN1CC(C(=O)N2CCCCCCC2)CCC1=O (configuration not stated)	-2	3	0	-2	-1	3	1	2	1
c1ccc(COC2CCCN(Cc3nc(-c4cccs4)no3)C2)nc1 (configuration not stated)	-35	-2	-10	-5	1	1	-4	1	-2
COc1c(Cl)cc(Cl)cc1/C=N/NC(=O)c1nnn(-c2nonc2N)c1CN1CCC(C)CC1	4	-5	-6	-3	1	4	6	13	-1
Cc1cccc(C)c1NC(=O)C1(C)c2cccc[n+]2CC(=O)N1Cc1cccs1 (configuration not stated)	26	10	-1	1	5	-5	8	11	-1
O=C(CCc1nnc2ccc(NCc3ccc(Cl)cc3)nn12)NC1CCCCC1	21	-2	3	-2	6	-4	6	-7	-4
CCOc1cccc(C(=O)Nc2ccc3oc(-c4cccnc4)nc3c2)c1	-35	-9	3	-5	3	-3	-1	-3	-3
N#Cc1ccc(C(=O)Nc2cccc(NC(=O)c3ccco3)c2)c(F)c1	6	9	5	-1	-1	1	1	-12	-4
CCS(=O)(=O)c1nc2ccccc2n1CC(=O)N1CCCCC1	-4	4	-6	1	2	-3	0	5	4
O=C(CNS(=O)(=O)c1ccc(Br)cc1Cl)OCC(=O)c1ccc[nH]1	5	-5	1	-1	17	7	4	1	3
CCOc1ccc2oc(-c3ccccc3)c(C(N)=O)c2c1	11	2	-1	1	4	4	5	-1	-3
Cc1nc(NCc2ccc3c(c2)OCO3)c2nnn(Cc3ccccc3)c2n1	4	-4	1	-3	-7	0	-3	-6	-5
COc1cc(Cl)c(C)cc1NC(=O)CN1C(=O)C2CCCCC2C1=O (configuration not stated)	0	x	2	-2	0	1	3	7	0
COc1ccc([N+](=O)[O-])cc1NC(=O)C1CCCN1S(=O)(=O)c1cccs1 (configuration not stated)	-8	1	-6	-2	-2	-8	6	11	-2
Cc1ccc(Cn2c(SC(C)C(N)=O)nc3ccccc3c2=O)cc1 (configuration not stated)	-2	3	-4	-1	0	3	-1	2	-6
NC(=O)C1CCN(Cc2ccc(OCc3ccccc3)cc2)CC1	-2	3	2	1	8	3	3	3	-2
COc1cccc(NC(=O)c2cccnc2)c1	-3	0	2	-2	3	8	1	-1	-4
CCC(C)NC(=O)c1ccc(CS(=O)(=O)Cc2ccc(Cl)cc2)o1 (configuration not stated)	4	-6	-3	-2	7	12	26*	5	0
Cc1onc(-c2ccccc2Cl)c1C(=O)OCC(=O)N1CCN(c2ccccc2)CC1	0	1	-1	0	11	10	7	1	-5
CN(C(=O)c1ccco1)c1nc2c(s1)CCCC2	1	0	0	9	-3	1	4	-2	0

Later entries
structure	PREPL inh	GSTO1 counter	LYPLA2 counter	LYPLA1 inh	PAFAH1B2 inh	PAFAH1B3 FP inh	pPAFAH FP inh	PAFAH2 inh	PAD4 inh
O=C(Nc1ccc(C(=O)NCCCN2CCCCC2)cc1)C1=CSCCO1	-2	5	0	2	4	6	3	-2	-1
NC(=O)c1ccc[n+](Cc2ccccc2)c1	23	5	1	4	4	3	-1	0	-3
Cc1ccc(C2=NN=C(NC(=O)CSc3nc(C)cc(C)n3)SC2)cc1	10	2	-2	-7	x	x	2	x	71*
COC(=O)c1cn(Nc2ncc(C(F)(F)F)cc2Cl)c(=O)c2ccccc12	0	1	12	-3	0	10	1	-4	-3
COC(=O)c1cccc(CSc2nnc(C)s2)c1	6	3	5	3	3	7	3	-5	-4
O=C(Nc1ccc(Cl)c(Cl)c1)Nc1ccccc1O	29	-26	-3	-18	-2	7	18	5	-17
O=C(/C=C/c1ccc(F)cc1)N1CCN(c2ncccn2)CC1	14	5	-7	-4	1	4	-4	3	-2
C=CCn1c(SCC(=O)NC2CCCC2)nnc1-c1cccnc1	4	3	0	2	3	1	1	7	4
CCOC(=O)N1CCN(C(=O)C2CCN(S(=O)(=O)c3ccc(Br)s3)CC2)CC1	20	12	16	3	3	5	0	-1	-5
CN(C)S(=O)(=O)Oc1ccc(Cl)cc1C(=O)Nc1cccc(C(F)(F)F)c1	-3	6	-10	-6	2	7	1	-5	3
O=C(NC1CC1)C1=C[C@@H](c2ccc(Br)cc2)C[C@@H](OCc2ccc(CO)cc2)O1	41	8	-1	1	4	10	3	4	4
O=C(COC(=O)c1ccc([N+](=O)[O-])s1)NC(=O)NCc1ccccc1	1	51*	19	3	8	30*	14	40*	-3
CC(/C=N\N1CCN(c2ccc(Cl)cc2)CC1)=C\c1ccccc1	3	-2	-1	1	4	6	-1	-1	-4
COc1cccc(-c2c(C#N)c(SC)nc3cc(C)nn23)c1	-1	-5	-2	-3	3	5	6	-5	2
COC(=O)c1sc(N)c(C(=O)OC)c1CSc1nnnn1C	12	4	3	-1	3	4	3	3	3
Cc1nn(C)c(Cl)c1/C=C/C(=O)O	7	-3	15	4	x	x	5	x	1
CCN1CCN(C2=C(Cl)C(=O)N(Cc3ccccc3)C2=O)CC1	13	6	-4	-2	8	11	5	-3	-4
CCOC(=O)Cc1cc(=O)n2[nH]c(-c3ccc(C)cc3)cc2n1	5	7	2	-6	3	-1	34*	6	-6
O=C(CNc1ccccc1Cl)c1ccc(Br)cc1	10	-1	7	-2	6	16	4	-1	-3
C=C[C@@]1(C)CC(=O)[C@]2(O)[C@@]3(C)[C@@H](O)CCC(C)(C)[C@@H]3[C@H](OC(C)=O)[C@H](O)[C@@]2(C)O1	10	-8	7	2	11	10	8	2	0

Additional compounds follow:
structure	PREPL inh	GSTO1 counter	LYPLA2 counter	LYPLA1 inh	PAFAH1B2 inh	PAFAH1B3 FP inh	pPAFAH FP inh	PAFAH2 inh	PAD4 inh
COc1ccc(CN2CNc3c(c(=O)n(C)c(=O)n3C)C2)cc1	7	-4	15	3	1	0	0	6	-7
CCOC(=O)N1CCN(C(=O)c2cc3c(=O)[nH]c4ccccc4c3s2)CC1	8	-3	7	1	6	4	-3	0	-6
O=C1CN(S(=O)(=O)c2cc(Cl)ccc2Cl)c2ccccc2N1	-16	7	3	2	6	6	5	7	-7
C=C(C)c1sc(-c2ccccc2)nc1C	-4	5	-8	-4	x	x	-1	x	7
CC(C)(C)NC(=O)C[C@H]1C[C@H](C(=O)N2CCOCC2)[C@@]2(C)c3[nH]c4ccc(Cl)cc4c3CCN2C1=O	x	x	x	x	0	7	6	2	-1
OC(C#CCCN1CCCCC1)(c1ccccc1)c1ccccc1	3	0	3	-2	x	x	5	x	2
NN=C(c1cccc([N+](=O)[O-])c1)c1cccc([N+](=O)[O-])c1	11	-1	4	2	x	x	2	x	1
Cc1coc2cc3oc(=O)ccc3cc12	0	-2	1	1	2	5	7	0	2
CCc1ccc2oc(C(=O)NCC(c3ccc(OC)cc3)N3CCCCC3)c(C)c2c1 (configuration not stated)	2	3	4	-3	5	8	3	4	-1
Cc1ccc(S(=O)(=O)Nc2ccc(O)c(S(=O)(=O)c3ccc(C)cc3)c2)cc1	6	-8	3	-1	15	3	5	2	-2
COC(=O)C1=C(C)NC(C)=C(C(=O)OC)C1c1ccc(C)o1	-5	4	3	1	x	x	1	x	1
CCCc1ccc(C(=O)NC(=O)c2ccccc2O)cc1	19	5	2	-1	-2	0	5	4	3
O=C(COC(=O)c1ccc2c(c1)OCO2)NCc1ccc2c(c1)OCO2	-7	5	7	5	2	4	5	0	-4
COc1ccc(C(=O)N[C@H](C(=O)NCc2ccccc2)C(C)C)cc1	-4	-2	-2	-1	1	-2	2	2	0
CCCCSc1nnc(CCNC(=O)OC(C)(C)C)o1	6	6	3	1	8	-1	6	4	3
CCOC(=O)N1CCN(c2nc(C)c3c(n2)CC(C)CC3=O)CC1 (configuration not stated)	-5	1	-7	-3	-1	3	3	-2	0
CC(=O)c1cccc(NC(=O)CN2C(=O)c3ccccc3C2=O)c1	-5	-2	15	0	4	-2	7	-1	-1
Cc1ccc(/C=C(\NC(=O)c2ccccc2)C(=O)N2CCCCC2)cc1	18	11	-1	-3	-1	4	1	-3	-2
CCn1c(SCC(=O)c2ccc3c(c2)OCCO3)nnc1-c1ccco1	8	9	9	1	3	3	-2	-2	3
COc1ccc(C(=O)NCC(C)(C)CNC(=O)c2ccc(OC)cc2)cc1	-1	4	-7	-5	-2	5	-2	6	3

Later entries.
structure	PREPL inh	GSTO1 counter	LYPLA2 counter	LYPLA1 inh	PAFAH1B2 inh	PAFAH1B3 FP inh	pPAFAH FP inh	PAFAH2 inh	PAD4 inh
CC1=C(/C=C/C(C)=C/C=C/C(C)=C/C=C/C=C(C)/C=C/C=C(C)/C=C/C2=C(C)CCCC2(C)C)C(C)(C)CCC1	1	3	-5	-6	x	x	18	x	5
CC(=O)Nc1ccc(NS(=O)(=O)c2cc(C)sc2C)cc1	11	7	6	1	2	6	6	5	2
COc1cccc(C2CC(C(F)(F)F)n3ncc(C(=O)NC(C)(C)C)c3N2)c1 (configuration not stated)	-4	-1	-1	-1	3	0	-1	-7	-1
O=C(Nc1ccccc1C(F)(F)F)N1CCN(c2ccc3nncn3n2)CC1	1	8	2	4	0	11	6	0	-2
COc1ccc(-c2c3c(=O)n(C)c(=O)n(C)c3cn2-c2ccccc2O)cc1	5	6	1	-4	3	-6	5	9	-2
Nc1cccnc1Oc1ccccc1F	7	1	-3	2	3	3	-3	1	0
CC(C)C(NC(=O)c1ccc(F)cc1)C(=O)OCC(=O)N1CC(=O)Nc2ccccc21 (configuration not stated)	-54	-1	0	-1	0	4	1	-4	0

A portion of the library; count on the stated rates, not on these rows.
